Screens (PubChem BioAssay)
HT1080-NT tox: qHTS for induction of synthetic lethality in tumor cells producing 2HG: qHTS for the HT-1080-NT fibrosarcoma cell line; HT-1080-NT fibrosarcoma viability, CellTiter-Glo ATP luminescence, 48 h; Potency, µM (top dose mostly 46.1 µM), for the others: at the highest dose activity, negative = less viability, actives largely listed as cytotoxic; hit rate 1.6% among 360,000; AID 686970, 2013;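 further: NT is the 2HG producing partner of a matched IDH1 knockdown line; potency means the concentration at half of the fitted maximal effect; 0% = DMSO-treated cells and -100% = media-only wells without cells; nearly all actives have a fitted effect of over 55% in size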
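Read-out is CellTiter-Glo luminescence after 10 minutes at room temperature, following 48 hours' compound treatment of HT-1080-NT cells (750 cells/well, RPMI, 5% FBS, 37 degrees C).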
SW480 rereplic: A quantitative high throughput screen for small molecules that induce DNA re-replication in SW480 colon adenocarcinoma cells | SW480 DNA re-replication, Hoechst DNA content imaging, 48 h | AID 624297, 2012 | Potency, µM (titrated, usually from 46.1 µM), for inactives: at the top dose re-replication activation, most hits filed as activators | hit rate 1.8% among 340,000; further: potency means the concentration at half of the fitted maximal effect; % of control where 0% means no effect; nearly all actives have a fitted effect of over 55% in size
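Image-based DNA-content assay: after two days of treatment, nuclei were labelled with the DNA dye Hoechst and imaged, and hits were compounds raising the count of nuclei showing high fluorescence intensity.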
KB-3-1 tox: qHTS assay for MDR1-selective chemotherapeutics: Primary screen using the parental adenocarcinoma cell KB-3-1. Potency, µM (series often up to 46.1 µM), for inactives: at the top dose activity change, negative = cytotoxic, hits mostly cytotoxic. KB-3-1 viability, CellTiter-Glo ATP luminescence, 72 h. AID 1347075, 2019. hit rate 1.4% among 400,000; further: potency means the concentration at half of the fitted maximal effect; on the % scale 0 is the no-effect control and ±100 the full control effect; nearly all actives have a fitted effect of over 60% in size
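Multi-concentration cytotoxicity screen in KB-3-1 cells grown in DMEM lacking phenol red with 10% FBS. After 72 h at 37 °C with compound, ATP-dependent luminescence was recorded.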
HT1080 IDH1KD tx: qHTS for induction of synthetic lethality in tumor cells producing 2HG: qHTS for the HT-1080-IDH1KD cell line; HT-1080 IDH1 knockdown viability, ATP luminescence, 48 h; Potency, µM (highest dose often 46.1 µM), inactives show at the highest dose activity, negative = toxicity, hits mostly cytotoxic; hit rate 2% among 360,000;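 further: potency means the concentration at half of the fitted maximal effect; 0% = DMSO wells and -100% = cell-free medium wells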
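IDH1KD HT-1080 cells, 750/well, RPMI + 5% FBS; compound pinned after 2 h settling; 48 h, 37 °C; CellTiter-Glo luminescence; % activity normalised to DMSO and no-cell wells; curves fitted, classed by r2 and efficacy.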
GLP-1R agonist: qHTS of GLP-1 Receptor Agonists. Glucagon-like peptide 1 receptor (Homo sapiens), P43220. HEK293 GLP-1R CRE-luciferase, luminescence, 4-6 h; cells express a hypersensitive GLP-1R form. Potency, µM (doses to about 45.6 µM), for inactives: at the top dose activation, most hits filed as activators. hit rate 0.007% among 380,000; further: potency means the concentration at half of the fitted maximal effect; % of control where 0% means no effect
Target sequence (P43220 whole entry, looked up): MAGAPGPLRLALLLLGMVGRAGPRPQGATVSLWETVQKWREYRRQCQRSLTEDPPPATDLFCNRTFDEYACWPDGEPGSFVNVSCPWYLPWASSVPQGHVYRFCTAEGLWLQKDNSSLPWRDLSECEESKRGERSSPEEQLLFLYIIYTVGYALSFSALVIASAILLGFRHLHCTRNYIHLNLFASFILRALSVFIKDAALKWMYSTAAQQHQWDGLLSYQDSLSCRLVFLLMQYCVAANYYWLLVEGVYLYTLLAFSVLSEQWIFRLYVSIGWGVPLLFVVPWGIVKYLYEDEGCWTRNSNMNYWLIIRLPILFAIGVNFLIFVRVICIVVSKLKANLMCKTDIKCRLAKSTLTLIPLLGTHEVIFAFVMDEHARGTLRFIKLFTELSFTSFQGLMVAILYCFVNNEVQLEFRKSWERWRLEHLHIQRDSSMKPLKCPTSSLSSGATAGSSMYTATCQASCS
KB-V1 MDR tox: qHTS assay for MDR1-selective chemotherapeutics: Primary screen using the drug-selected MDR subline cells KB-V1; Potency, µM (titrated, usually from 46.1 µM), for the others: at the top dose activity change, negative = cytotoxicity, most hits filed as cytotoxic; hit rate 3.4% among 400,000; KB-V1 MDR cells viability, CellTiter-Glo, 72 h; further: potency means the concentration at half of the fitted maximal effect; on the % scale 0 is the no-effect control and ±100 the full control effect; nearly all actives have a fitted effect of over 60% in size
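Cells of the MDR subline KB-V1 are plated, dosed with compound at multiple concentrations, and incubated 72 h at 37 degrees C; CellTiter-Glo is then added and luminescence read after 10 min.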
D3 antag: qHTS of D3 Dopamine Receptor Antagonist: qHTS. D(3) dopamine receptor (Homo sapiens), P35462. D3R cells, DiscoveRx beta-arrestin luminescence, antagonist mode; active compounds read low. max response, negative = inhibition, %. hit rate 2.5% among 360,000; in the data active means max response below about -50%; inconclusive means no clear call, values can overlap the other calls; further: on the % scale 0 is the no-effect control and ±100 the full control effect; mostly tested at two doses, the higher about 12 µM
Target sequence (P35462 whole entry, looked up): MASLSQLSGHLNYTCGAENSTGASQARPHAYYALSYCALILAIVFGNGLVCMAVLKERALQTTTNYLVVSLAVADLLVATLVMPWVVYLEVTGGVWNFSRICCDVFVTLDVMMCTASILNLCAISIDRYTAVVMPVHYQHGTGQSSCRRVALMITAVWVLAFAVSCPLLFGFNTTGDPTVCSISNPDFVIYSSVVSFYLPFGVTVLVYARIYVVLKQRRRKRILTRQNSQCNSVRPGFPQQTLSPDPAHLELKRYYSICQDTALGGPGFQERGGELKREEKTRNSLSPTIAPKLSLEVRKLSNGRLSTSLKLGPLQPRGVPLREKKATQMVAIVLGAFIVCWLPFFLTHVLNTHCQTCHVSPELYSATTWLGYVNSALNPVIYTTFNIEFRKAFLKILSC
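Cells plated overnight at 1500 cells/well, then exposed to library compounds with dopamine controls for 90 minutes at 37 degrees C. DiscoveRx reagent added for 30–60 minutes at room temperature; luminescence read, quantitative HTS format.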
DRD3 agonist: qHTS of D3 Dopamine Receptor Agonist: qHTS | D(3) dopamine receptor (Homo sapiens), P35462 | D3R DiscoveRx beta-arrestin cells, luminescence, 90 min | max activation, % | hit rate 0.58% among 410,000; in the data active means max activation above about 30%; further: 0% is about no effect; mostly tested at two doses, the higher about 12 µM
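Cells at 1500/well, incubated overnight, then treated with pinned compounds (dopamine as control) for 90 min at 37 degrees C. DiscoveRx reagent added for 30 - 60 minutes at room temperature; luminescence read.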
IL-1B inflam inh: qHTS for Inhibitors of Inflammasome Signaling: IL-1-beta AlphaLISA Primary Screen; hit rate 4.7% among 360,000; THP-1 LPS/ATP IL-1B secretion, AlphaLISA, 16 h; active compounds read low; activity change, % at 57.5 µM; in the data active means activity change below about -50%; inconclusive means mostly about -30% to -49%; further: on the % scale 0 is the no-effect control and ±100 the full control effect
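Secreted IL-1B measured by AlphaLISA bead assay after 16 h compound exposure of THP-1 cells; compounds (final up to 57.5 uM) added 1 h before LPS (250 ng/mL) and ATP (1.25 mM) stimulation; lower signal means less secretion.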
* = called active by the depositor; ? = inconclusive; / = no result given; [ ] = remark or other dose. Unless noted, the call rests on the fitted dose curve; in most records, active means well fitted curve in the direction sought with a large enough effect; inconclusive means small, poorly fitted or top-dose-only effect, or another doubt; inactive means no such curve, though single readings can be large; an effect the other way counts as inactive or inconclusive. Not a hit list. About 12% of those tested had a hit in this group.

Below each SMILES – HT1080-NT tox, SW480 rereplic, KB-3-1 tox, HT1080 IDH1KD tx, GLP-1R agonist, KB-V1 MDR tox, D3 antag, DRD3 agonist, IL-1B inflam inh
- O=S(=O)(N/N=C\c1cn(-c2ccccc2)nc1-c1ccccc1)c1ccccc1
    -26%, 4%, 4%, -3%, 0%, ?, 12, -8, -29
- Nc1ncnc2c1ncn2[C@@H]1O[C@H](CNC(=O)OC[C@@H](N)Cc2ccccc2)[C@@H](O)[C@H]1O
    15%, /, 0%, 4%, 0%, -16%, 0, -14, -2
- COc1cccc(C(=O)N2C(C(C)C)COc3cc(Br)ccc3S2(=O)=O)c1 (configuration not stated)
    ?, /, 16%, ?, -7%, 0%, 3, -3, 65
- CCCCCCCCCn1c2c(c(=N)c3c1CCC3)CCCC2
    7.3µM*, ?, ?, 4.6µM*, -5%, -23%, -24, -3, -99*
- COc1cc(S(=O)(=O)N2CCn3cccc3C2C)ccc1NC(C)=O (configuration not stated)
    7%, -7%, ?, -14%, -6%, -7%, -4, -1, -5
- Cn1c(Sc2ccccc2Cl)c(C=O)c2ccccc21
    6%, 2%, -17%, -14%, 10%, ?, -1, 2, -63*
- CCc1ccc(C(=O)/C=C/c2ccc([N+](=O)[O-])o2)cc1
    -29%, 9%[9.22 µM], ?, -25%, -13%, ?, -56*, -2, -112*
- COC(=O)CC(=O)O[C@H]1C=C[C@@H](NC(=O)OC(C)(C)C)C1
    1%, 4%, 0%, 4%, 8%, -1%, 5, 16, 30
- Cc1ccc(C(=O)NCC(=O)NCc2cc(=O)n(C)c(=O)n2C)cc1
    21%, -4%, 11%, -2%, -3%, 17%, 7, 2, 13
- CCN1CCN(CCC(=O)Nc2ccc(Br)cc2)CC1
    0%, ?, -5%, -6%, 2%, 22%, -11, -14, 10
- CCOc1ccc(OCC(=O)Nc2ccc(N3CCCCC3)cc2)cc1
    -7%, -15%, /, -1%, -6%, /, 7, 4, -4
- CSc1ccc(/C=N/NC(=O)c2cccc(Cl)c2)cc1
    11%, -699%[inhibitor], ?, 16%, 1%, ?, -19, -21, -4
- O=C(CCNC(=O)c1ccc(Br)cc1)NCCCN1CCOCC1
    0%, -9%, 0%, -2%, 6%, -6%, -19, -8, -7
- Cc1ccc(NC(=O)CNC(=O)COc2ccccc2)nc1
    -1%, -5%, 5%, -10%, 2%, -2%, ?, -6, 26
- Cc1cc(C)c(C(=O)COC(=O)CN2C(=O)NC3(CCCC3)C2=O)cc1C
    -1%, -5%, -17%, 1%, 5%, 4%, -7, -7, -15

Arranged by length of the SMILES (lowest first): part of the list above.
Below each SMILES – HT1080-NT tox, SW480 rereplic, KB-3-1 tox, HT1080 IDH1KD tx, GLP-1R agonist, KB-V1 MDR tox, D3 antag, DRD3 agonist, IL-1B inflam inh
- CCN1CCN(CCC(=O)Nc2ccc(Br)cc2)CC1
    0%, ?, -5%, -6%, 2%, 22%, -11, -14, 10
- CCCCCCCCCn1c2c(c(=N)c3c1CCC3)CCCC2
    7.3µM*, ?, ?, 4.6µM*, -5%, -23%, -24, -3, -99*
- CSc1ccc(/C=N/NC(=O)c2cccc(Cl)c2)cc1
    11%, -699%[inhibitor], ?, 16%, 1%, ?, -19, -21, -4
- O=C(CCNC(=O)c1ccc(Br)cc1)NCCCN1CCOCC1
    0%, -9%, 0%, -2%, 6%, -6%, -19, -8, -7
- CCOc1ccc(OCC(=O)Nc2ccc(N3CCCCC3)cc2)cc1
    -7%, -15%, /, -1%, -6%, /, 7, 4, -4
- COc1cc(S(=O)(=O)N2CCn3cccc3C2C)ccc1NC(C)=O (configuration not stated)
    7%, -7%, ?, -14%, -6%, -7%, -4, -1, -5
- Cc1ccc(C(=O)NCC(=O)NCc2cc(=O)n(C)c(=O)n2C)cc1
    21%, -4%, 11%, -2%, -3%, 17%, 7, 2, 13
- COC(=O)CC(=O)O[C@H]1C=C[C@@H](NC(=O)OC(C)(C)C)C1
    1%, 4%, 0%, 4%, 8%, -1%, 5, 16, 30
- COc1cccc(C(=O)N2C(C(C)C)COc3cc(Br)ccc3S2(=O)=O)c1 (configuration not stated)
    ?, /, 16%, ?, -7%, 0%, 3, -3, 65
- O=S(=O)(N/N=C\c1cn(-c2ccccc2)nc1-c1ccccc1)c1ccccc1
    -26%, 4%, 4%, -3%, 0%, ?, 12, -8, -29

(listing goes on)
Below each SMILES – HT1080-NT tox, SW480 rereplic, KB-3-1 tox, HT1080 IDH1KD tx, GLP-1R agonist, KB-V1 MDR tox, D3 antag, DRD3 agonist, IL-1B inflam inh
- Cc1ccc(CSc2nnc(-c3ccc4c(c3)OCO4)o2)cc1
    1%, -3%, -7%, 1%, 4%, 0%, -17, -13, 24
- Cc1cc(-c2csc(NC(=O)c3ccc(=O)[nH]c3)n2)c(C)n1Cc1ccccc1
    1%, -1%, 0%, -13%, 6%, 8%, 15, 3, 23
- N#Cc1nc(-c2cccs2)oc1NCc1ccc(Cl)cc1
    -6%, -3%, 1%, -10%, -2%, ?, 0, -11, 5
- Cc1noc(C)c1-c1ccc(C(=O)Nc2cccc(C(F)(F)F)c2)c2occc12
    ?, /, 0%, ?, 14%, 0%, 11, -3, -7
- NS(=O)(=O)c1ccc(NC(=O)c2ccccc2C(=O)N2CCCCC2)cc1
    2%, 0%, -1%, 3%, -6%, 0%, 20, 0, 14
- C/C(=N/OC(=O)c1ccc(C)cc1)c1ccc(N2C(=O)C3CCCCC3C2=O)cc1 (configuration not stated)
    6%, -4%[9.22 µM], 2%, 2%, -6%, 8%, 13, 2, 30
- CN=C1SC(CC(=O)Nc2ccc(C(C)=O)cc2)C(=O)N1C (configuration not stated)
    17%, -4%, -5%, 14%, 2%, 2%, -10, 0, 15
- O=C(CCC1CCCN(C(=O)Cn2cnnn2)C1)NCc1ccccc1F (configuration not stated)
    9%, -17%, ?, 7%, 0%, 14%, 3, 10, 13
- CCOCC(O)CNc1ccccc1 (configuration not stated)
    10%, -5%, -5%, 17%, 10%, -14%, -11, -9, 3
- O=C(Nc1ccccc1)OCCN1CCOCC1
    7%, -7%, 7%, 0%, -1%, 13%, -1, 8, 4
- CC(C)(C)NC(=O)/C(=C/c1ccccc1F)NC(=O)c1ccc([N+](=O)[O-])cc1
    3%, -60%[inhibitor], 14%, 17%, 1%, -7%, -14, -3, -18
- CN(Cc1ncc[nH]1)C(=O)c1cc(COc2c(F)cccc2F)on1
    15%, -13%, -3%, 9%, 7%, -19%, -16, -5, 4
- Cc1cccc(OCC(=O)NCCCNC(=O)c2ccccn2)c1
    9%, -4%, 9%, 14%, 3%, ?, 5, -2, 13
- Cc1ccc(S(=O)(=O)NC(CC(=O)O)c2cccs2)cc1 (configuration not stated)
    7%, -5%, -12%, 10%, 0%, 4%, 8, 6, 5
- COC(=O)CC1Oc2ccc(F)cc2-n2cc(-c3ccc(Cl)cc3)nc21 (configuration not stated)
    /, /, 5%, /, 2%, -11%, /, -16, /
- Cc1cccc(C)c1N1CCN(C(=O)Nc2ccc3c(c2)OCCO3)CC1
    -5%, 9%, -6%, 0%, -11%, 4.6µM*, ?, -3, 1
- CC1(C(=O)NS(=O)(=O)c2cccc(C#N)c2)CCN1C(=O)c1cccc2ccccc12 (configuration not stated)
    23%, /, 0%, 25%, 0%, ?, 19, 5, -5
- CCN(CC)CCN1C(=O)c2ccccc2NC1c1ccc(Br)cc1 (configuration not stated)
    -3%, 2%, -1%, -17%, 2%, 13%, -4, -7, -26
- C[C@H](NC(=O)c1ccco1)C(=O)NC1CCCCCC1
    7%, -16%, -3%, 5%, 2%, -10%, -23, 3, 0
- CCOC(=O)C1(C)NC(c2ccc(O)cc2)C2C(=O)N(c3ccccc3)C(=O)C21 (configuration not stated)
    3%, 1%, 5%, 2%, 6%, -8%, -7, 2, -4
- CC1CCCC(NC(=O)COC(=O)c2cc(S(=O)(=O)N3CCOCC3)ccc2F)C1C (configuration not stated)
    13%, 5%, 6%, -1%, -7%, ?, 15, 5, 20
- O=C1C2ON(c3ccccc3)C(c3ccncc3)C2C(=O)N1c1ccc(N2CCOCC2)cc1 (configuration not stated)
    1%, 3%, 2%, -1%, -3%, -12%, -5, -1, 0
- CN(CC(=O)Nc1cccc(F)c1)C(=O)CCc1nc2ccccc2c(=O)[nH]1
    5%, 1%, 0%, 8%, -1%, 0%, 18, -1, 12
- CCCCNC(=O)Cn1c2c(c(-c3ccccc3Cl)cc1=O)CCC2
    10%, -4%, 3%, 0%, -4%, -21%, -24, 1, -14
- CS(=O)(=O)N(CC(=O)Nc1cccc(Cl)c1Cl)c1ccccc1
    -10%, 5%, 1%, -1%, -2%, -4%, -3, 0, 13
- Cc1ccc(-n2c(=O)c3sc4ccccc4c3n(CC(=O)NC3CCCC3)c2=O)cc1C
    /, /, 4%, /, 1%, -9%, /, 1, /
- c1ccc2[nH]c(NCc3ccc4c(c3)OCO4)nc2c1
    -1%, 4%, -20%, -9%, 6%, -17%, -27, 4, -29
- O=C1NC2(CCCc3ccccc32)C(=O)N1CCOc1ccc(Br)cc1 (configuration not stated)
    -23%, 0%, 3%, -14%, 7%, -14%, 31, 1, -4
- CCn1nccc1C(=O)Nc1ccccc1OC
    10%, -3%, 9%, 7%, 1%, 3%, 2, -1, -13
- CCOC(=O)c1ccc(NC(=O)COC)cc1
    11%, -7%, 14%, 15%, -3%, 15%, 37, -1, -13
- COc1ccc(-c2nc(C#N)c(NCC3CCCO3)o2)cc1OC (configuration not stated)
    5%[9.24 µM], -8%, 2%, -1%, ?, -4%, 11, -5, 9
